Screening data as filed in PubChem.
Nrf2 block – Nrf2 pathway inhibition | A549 ARE-Fluc reporter, luciferase luminescence, 18-24 h | Potency, µM (top dose mostly 46 µM), for the others: top-dose activity change, negative = inhibition, usual class: inhibitors | 360,000 compounds, 2.1% hits | AID 504444; note: potency is the fitted concentration of half-maximal effect; % is set by controls: 0 for no effect and ±100 for the full control effect; nearly all actives have a fitted effect of over 60% in size
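Two sequential reads on A549 ARE_Fluc cells exposed to compound for 18-24 h: a CellTiter-Fluor fluorescence read for viability, then a luciferase luminescence read for Nrf2/ARE activity.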
A549 tox – A549 cytotoxicity, counter-screen for Nrf2 inhibitors. A549 ARE-Fluc cells, CellTiter-Fluor viability, 18-24 h. 390,000 compounds, 0.16% hits. AID 504648. Potency, µM (top dose mostly 46 µM), inactives show at the highest dose activity change, negative = cytotoxicity, hits mostly inhibitors; note: potency is the fitted concentration of half-maximal effect; % is set by controls: 0 for no effect and ±100 for the full control effect
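A549 ARE-Fluc cells in 5% FBS OPTI-MEM, 5000 cells/well, rested 2 h then exposed to compounds in concentration-response for 18-24 h at 37 °C. Viability by CellTiter-Fluor fluorescence (Ex 405/Em 525) after 30 min; luciferase luminescence (BugLite, 15 min, RT) read afterwards.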
ATXN2 expr inh – ATXN2 expression inhibition; HEK-293 ATXN2-luciferase reporter, luminescence, 24 h; Potency, µM (series often up to 57 µM), for inactives: at the top dose activity change, negative = inhibition, hits mostly inhibitors; 360,000 compounds, 0.72% hits; note: potency is the fitted concentration of half-maximal effect; % is set by controls: 0 for no effect and ±100 for the full control effect; nearly all actives have a fitted effect of over 55% in size
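qHTS (up to 57 uM final) was run with 24 h compound exposure of reporter cells at 37 °C. Each well was multiplexed: SteadyGlo luminescence measured ATXN2-luciferase expression after a fluorogenic Gly-Phe-AFC viability readout (25 uM final).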
IL-1B inflam inh – inhibitors of inflammasome signaling (IL-1 beta secretion); THP-1 LPS/ATP IL-1B secretion, AlphaLISA, 16 h; active compounds read low; activity change, % at 57.5 µM; 360,000 compounds, 4.7% hits; in the data active = activity change below about -50%; inconclusive = mostly about -30% to -49%; note: % is set by controls: 0 for no effect and ±100 for the full control effect
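THP-1 cells pretreated 1 hr with compounds (up to 57.5 uM final), then stimulated with LPS (250 ng/mL final) plus ATP (1.25 mM final); secreted IL-1B measured by AlphaLISA after 16 hr, decreased signal indicating inhibition.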
MCF10A rerep – induces DNA re-replication in MCF 10a normal breast cells; MCF 10A DNA re-replication, Hoechst nuclear intensity, 48 h; Potency, µM (doses to about 46.1 µM), for inactives: at the top dose activity, positive = re-replication, hits mostly activators; 350,000 compounds, 2.9% hits; AID 624296; note: potency is the fitted concentration of half-maximal effect; % of control where 0% means no effect; nearly all actives have a fitted effect of over 50% in size
HepG2 viability – HepG2 cytotoxicity, counter-screen for TGF-b inhibitors; Potency, µM (titrated, usually from 46.1 µM), without a hit: at the top dose activity change, negative = cytotoxicity, actives largely listed as cytotoxic; AID 588856; 410,000 compounds, 0.76% hits; HepG2 CAGA-GFP viability, ATP luminescence, 18 h; note: potency is the fitted concentration of half-maximal effect; some results filed as inactive show a strong effect at the top dose
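CellTiter-Glo luminescence gave cytotoxicity after 18 hours at 37 degrees C. The cells were HepG2 CAGA-GFP in 1% FBS DMEM, stimulated with 500 pg/mL TGF-beta after compound addition. %Activity was normalised to no-cell wells (complete cell-killing) and DMSO (no toxicity), and curves were fitted and classified.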
Nrf2 activator – activators of Nrf2 (ARE) signaling. AREc32 ARE-luciferase reporter (MCF7-derived line), luminescence, 24 h. Potency, µM (series often up to 46.1 µM), without a hit: top-dose activation, most hits filed as activators. 410,000 compounds, 0.31% hits. AID 624171; note: potency is the fitted concentration of half-maximal effect; % of control where 0% means no effect; nearly all actives have a fitted effect of over 65% in size
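ARE activation measured as luciferase luminescence (Steady-Glo, 30 min RT) in AREc32_Fluc cells after 24 hr compound exposure at 37 deg C, 5% CO2; cells seeded overnight at 1000/well in OPTI-MEM, 5% FBS.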
TGFb inhibitor – TGF-b pathway inhibition. HepG2 CAGA-GFP TGF-b/SMAD3 reporter, GFP fluorescence, 18 h; TGF-beta stimulated, 500 pg/mL final. Potency, µM (top dose mostly 46.1 µM), for the others: at the top dose activity, negative = inhibition, hits mostly inhibitors. 410,000 compounds, 1.2% hits. AID 588855; note: potency is the fitted concentration of half-maximal effect; % is set by controls: 0 for no effect and ±100 for the full control effect; nearly all actives have a fitted effect of over 65% in size
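Read-out: total well GFP (ex488/em500-530) summed from mean per-cell fluorescence. Cells: HEPG2 CAGA-GFP, 1% FBS DMEM, 18 h at 37 degrees C with 500 pg/mL final TGF-beta. Unstimulated wells served as the full-inhibition control; stimulated DMSO wells = 0%.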
ATXN viability – viability counter-screen for ATXN expression inhibitors. 400,000 compounds, 0.49% hits. Potency, µM (top dose mostly 56.7 µM), actives largely listed as cytotoxic. S2 cells (HEK-293 line with an ATXN2-luciferase reporter) viability, CellTiter-Fluor protease fluorescence, 24 h. AID 651635; note: potency is the fitted concentration of half-maximal effect; nearly all actives have a fitted effect of over 40% in size
* hit, by the source's call; i = inactive; ? = inconclusive; nt = not tested or not shown; [ ] = remark or other dose. Unless noted, calls come from the whole dose curve; as a rule, active = well fitted curve in the direction sought with a large enough effect; inconclusive = small, poorly fitted or top-dose-only effect, or another doubt; inactive = no such curve, though single readings can be large; an effect the other way counts as inactive or inconclusive.

SMILES	Nrf2 block	A549 tox	ATXN2 expr inh	IL-1B inflam inh	MCF10A rerep	HepG2 viability	Nrf2 activator	TGFb inhibitor	ATXN viability
Cn1c(=O)n(C)c2cc(S(=O)(=O)N3CCCCC3)ccc21	?	0%	30%	31	-8%	-6%	0.1%	-1%	i
Cc1ccc(-c2nc3c(c(=O)[nH]c(=O)n3CC(C)C)n2CC(C)C)cc1[N+](=O)[O-]	-28%	-5%	-33%	-9	-5%	4%	5.9%	?	i
CCOC(=O)c1cccc(NC(=O)CSc2nnc(C)n2Cc2ccccc2)c1	?	-3%	-28%	26	1%	-23%	5.0%	-27%	i
O=C(COc1ccc(Br)cc1Cl)NC(=S)Nc1ccccn1	?	3%	26%	-6	-3%	-5%	1.9%	-14%	i
CCC1CCCCN1S(=O)(=O)c1ccc(NC(=O)c2nc(S(C)(=O)=O)ncc2Cl)cc1 (stereo not given)	?	?	16µM*	-101*	?	4µM*	-2.2%	4.5µM*	13µM*
CCc1nc(C)c(C#N)c2cc(OC)c(OC)cc12	4%	-9%	-1%	13	17%	2%	3.1%	8%	i
O=C(CNc1n[nH]c(=O)[nH]c1=O)N/N=C/c1ccccc1	3%	-5%	nt	12	-2%	21%	0.0%	1%	i
CCOc1ccc(-c2nnn(CC(=O)c3cc(OC)ccc3OC)n2)cc1	?	?	-17%	-19	?	-18%	-0.2%	9%	i
CCOc1ccc(NS(=O)(=O)c2cc3c(cc2C)N(C)CCO3)cc1	?	6%	-10%	52	-3%	-31%	-0.1%	-9%	i
Cc1cc(NC(=O)COC(=O)c2ccc(C)c(C)c2)no1	23%	2%	10%	0	-1%	4%	-0.2%	3%	i
Nc1cc(N)nc(SCc2cccc(F)c2)n1	?	0%	nt	-7	1%	11%	7.8%	20%	i
COC(=O)c1cc(OC)c(OC)c(OC)c1NC(=O)c1cc(=O)n(C)c(=O)n1C	9%	3%	4%	nt	nt	-12%	0.4%	?	i
Cc1ccc(Nc2nc3nonc3[nH]c2=O)cc1C	nt	-13%	10%	7	?	-1%	3.9%	?	?
FC(F)(F)c1cccc(-c2nc(COc3ccc(Cl)cc3Cl)no2)c1	-6%	-2%	-9%	?	6%	-12%	-0.4%	17%	i
Cc1cccc(-c2nnc(SCC(=O)C(C)(C)C)n2C)c1	11%	3%	27%	-4	?	-2%	-0.1%	-15%	i
CC1(C)C2CC=C(/C=N/NC(=O)C(N)=O)C1C2 (stereo not given)	-3%	0%	nt	-3	2%	-23%	-0.1%	-18%	i
CN(c1ccc(OCC(=O)N2CCN(c3ccc(F)cc3)CC2)cc1)S(=O)(=O)c1cccs1	?	-5%	?	-21	14%	4%	2.9%	-23%	i
CCOC(=O)N1CCN(c2cc(C)nc3nc(C)nn23)CC1	10%	1%	1%	-2	-3%	0%	-0.4%	-13%	i
COc1cc(CNc2nc(C)c([N+](=O)[O-])c(C)c2C#N)cc(OC)c1	-27%	-4%	-2%	-6	6%	-9%	-0.4%	-2%	i
Cc1nn(-c2nc3ccccc3[nH]2)c(N)c1-c1ccc(Cl)cc1	-22%	-28%	1%	-27	?	-40%	13%	?	i
Cc1cc(NC(=O)c2cccc(N3C(=O)CCC3=O)c2)no1	17%	2%	0%	4	-10%	-8%	2.5%	21%	i
Clc1ccc(-c2cn3cccnc3n2)cc1Cl	?	1%	27%	-13	-1%	-21%	5.8%	-3%	i
CN(C)c1nc(N)nc(/C(C#N)=C/C2CC3C=CC2C3)n1 (stereo not given)	?	-12%	4%	10	0%	-5%	4.6%	1%	i
CN(C)CCCNC1=CC(=O)OC12CCCCC2	?	8%	9%	24	3%	7%	-0.4%	9%	i
COc1ccc(C2CC(=O)N(Cc3ccccc3C)c3c2c(C)nn3-c2nc(C)cc(C)n2)c(OC)c1 (stereo not given)	2%	3%	10%	nt	nt	0%	-1.2%	-12%	i

The closing 2 records of the part above lead into the next.
SMILES	Nrf2 block	A549 tox	ATXN2 expr inh	IL-1B inflam inh	MCF10A rerep	HepG2 viability	Nrf2 activator	TGFb inhibitor	ATXN viability
CN(C)CCCNC1=CC(=O)OC12CCCCC2	?	8%	9%	24	3%	7%	-0.4%	9%	i
COc1ccc(C2CC(=O)N(Cc3ccccc3C)c3c2c(C)nn3-c2nc(C)cc(C)n2)c(OC)c1 (stereo not given)	2%	3%	10%	nt	nt	0%	-1.2%	-12%	i
COC(=O)CN=Cc1c(O)n(-c2ccc(Cl)cn2)c(=O)c2ccccc12	0%	-2%	-3%	40	2%	-2%	-0.1%	2%	i
CC(C)c1ccc(OCC(=O)N(c2ccccn2)C2CCCCC2)cc1	5%	1%	-12%	-11	?	-6%	0.5%	-25%	i
CC(C)(C)NC(=O)CSc1nc(-c2ccc(F)cc2)cs1	-15%	-11%	71%[activator]	-18	1%	3%	2.9%	-7%	i
O=C(NC1CCCC1)C(c1ccccn1)N(C(=O)c1csnn1)c1ccccc1F (stereo not given)	-3%	0%	5%	24	?	-5%	0.2%	0%	i
O=C(CSCc1ccc(F)cc1)N1CCc2c([nH]c3ccccc23)C1c1ccc(Cl)cc1 (stereo not given)	nt	-26%	nt	nt	nt	-32%	4.4%	-12%	nt
Cn1c(CSc2nc3ccccc3s2)nnc1SCC(=O)NCc1ccccn1	-1%	1%	4%	32	-2%	-5%	-0.3%	-4%	i
CC(=C/c1ccccc1)/C=N/Nc1nc(N2CCCCC2)nc(N2CCCCC2)n1	-2%	10%	-21%	-3	-4%	0%	0.1%	3%	i
COc1ccc(C(=O)c2ccc(OC)c(N)c2)cc1N	-28%	-11%	nt	4	3%	-3%	-0.1%	3%	nt
COc1ccc(C(=O)Nc2cc(OC)nc(OC)n2)cc1	?	-6%	20%	-2	-2%	-17%	2.8%	5%	i
CCOC(=O)N1CCN(S(=O)(=O)N2CCCC(C(=O)NCCCN3CCCCC3)C2)CC1 (stereo not given)	11%	1%	0%	0	-2%	9%	-0.2%	4%	i
COc1ccc(-n2nnc(-c3nc(-c4cccs4)no3)c2N)cc1	?	3%	nt	nt	nt	-36%	5.6%	?	nt
CC(SC(=S)N1CCCC1)C(=O)O (stereo not given)	9%	7%	-15%[11.3 µM]	10	-5%	23%	-0.9%	58%[activator]	i
O=C1CCCc2c1cc(C(=O)O)c(=O)n2-c1ccccc1	1%	-2%	-9%[11.3 µM]	14	-1%	1%	-0.1%	5%	i
CC(C)N(C)CCOC(=O)c1ccc2c(c1)OCCO2	7%	-1%	9%	6	-1%	-9%	-0.1%	0%	i
CCOc1ccccc1NC(=O)c1oc2ccccc2c1NC(=O)C1CCCO1 (stereo not given)	-6%	5%	-6%	-1	8%	-7%	-0.2%	?	i
COc1cc(C(=O)Nc2c(C)cc(C)cc2C)c([N+](=O)[O-])cc1OC	13%	2%	9%	24	4%	10%	1.9%	0%	?
COC(=O)c1cc(NC(=O)COC(=O)C2COc3ccccc3O2)cc(C(=O)OC)c1 (stereo not given)	18%	-1%	nt	-5	-3%	-37%	-0.9%	-30%	i
O=[N+]([O-])c1ccc(N2CCCCC2)nc1	0%	-23%	21%	-2	-16%	3%	-0.4%	6%	i
Cc1ccc2[nH]cc(C(=O)CN3CCC4(CC3)OCCO4)c2c1	9%	11%	7%	-9	-5%	-18%	3.6%	12%	i

Some of these compounds in order of molar mass, rising:
SMILES	Nrf2 block	A549 tox	ATXN2 expr inh	IL-1B inflam inh	MCF10A rerep	HepG2 viability	Nrf2 activator	TGFb inhibitor	ATXN viability
CC(SC(=S)N1CCCC1)C(=O)O (stereo not given)	9%	7%	-15%[11.3 µM]	10	-5%	23%	-0.9%	58%[activator]	i
CC(C)(C)NC(=O)CSc1nc(-c2ccc(F)cc2)cs1	-15%	-11%	71%[activator]	-18	1%	3%	2.9%	-7%	i
COc1ccc(-n2nnc(-c3nc(-c4cccs4)no3)c2N)cc1	?	3%	nt	nt	nt	-36%	5.6%	?	nt
Cc1ccc(-c2nc3c(c(=O)[nH]c(=O)n3CC(C)C)n2CC(C)C)cc1[N+](=O)[O-]	-28%	-5%	-33%	-9	-5%	4%	5.9%	?	i
CC(=C/c1ccccc1)/C=N/Nc1nc(N2CCCCC2)nc(N2CCCCC2)n1	-2%	10%	-21%	-3	-4%	0%	0.1%	3%	i
COc1ccc(C2CC(=O)N(Cc3ccccc3C)c3c2c(C)nn3-c2nc(C)cc(C)n2)c(OC)c1 (stereo not given)	2%	3%	10%	nt	nt	0%	-1.2%	-12%	i

Two of the compounds above, bar-delimited:
SMILES | Nrf2 block | A549 tox | ATXN2 expr inh | IL-1B inflam inh | MCF10A rerep | HepG2 viability | Nrf2 activator | TGFb inhibitor | ATXN viability
COc1cc(CNc2nc(C)c([N+](=O)[O-])c(C)c2C#N)cc(OC)c1 | -27% | -4% | -2% | -6 | 6% | -9% | -0.4% | -2% | i
Cc1nn(-c2nc3ccccc3[nH]2)c(N)c1-c1ccc(Cl)cc1 | -22% | -28% | 1% | -27 | ? | -40% | 13% | ? | i
